Source: PubChem
FBW7 activator: human FBW7 E3 ligase activation, primary screen | AID 1259310 | normalized activity (activation), % at 26.1 µM | AlphaScreen FBW7–phospho-cyclin E peptide binding, activator screen | Q969H0 | actives 0.13% (n = 650,000); in the data active means normalized activity above about 1.9%;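 further: purified mutant Fbw7 with reduced substrate affinity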
Target sequence (Q969H0 whole entry, looked up): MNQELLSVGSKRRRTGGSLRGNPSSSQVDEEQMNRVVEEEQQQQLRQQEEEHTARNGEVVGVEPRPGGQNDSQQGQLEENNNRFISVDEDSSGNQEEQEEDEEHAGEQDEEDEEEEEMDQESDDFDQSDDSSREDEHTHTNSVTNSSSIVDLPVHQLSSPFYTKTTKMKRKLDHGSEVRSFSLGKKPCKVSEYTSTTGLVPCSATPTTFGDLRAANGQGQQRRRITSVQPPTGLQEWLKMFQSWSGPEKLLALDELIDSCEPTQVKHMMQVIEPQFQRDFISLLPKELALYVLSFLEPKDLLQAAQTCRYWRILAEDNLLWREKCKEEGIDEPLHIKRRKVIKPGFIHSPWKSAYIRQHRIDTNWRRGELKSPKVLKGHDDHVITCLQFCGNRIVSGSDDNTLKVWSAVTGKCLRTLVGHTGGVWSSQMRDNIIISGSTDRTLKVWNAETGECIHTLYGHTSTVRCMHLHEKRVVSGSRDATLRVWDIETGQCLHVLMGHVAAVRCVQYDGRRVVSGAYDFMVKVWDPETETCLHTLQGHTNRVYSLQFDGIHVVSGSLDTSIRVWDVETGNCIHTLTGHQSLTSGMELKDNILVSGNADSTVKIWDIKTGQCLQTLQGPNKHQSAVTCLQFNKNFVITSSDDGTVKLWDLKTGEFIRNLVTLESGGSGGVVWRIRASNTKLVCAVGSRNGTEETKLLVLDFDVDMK
GPR151 activ: activators of human GPR151; Q8TDV0; PathHunter beta-arrestin GPR151 cells, luminescence; activation, % at 11.2 µM; actives 1% (n = 650,000); in the data active means activation above about 4.9%;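 further: 0% = median of compound wells and 100% = cells with positive control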
Target sequence (Q8TDV0 whole entry, looked up): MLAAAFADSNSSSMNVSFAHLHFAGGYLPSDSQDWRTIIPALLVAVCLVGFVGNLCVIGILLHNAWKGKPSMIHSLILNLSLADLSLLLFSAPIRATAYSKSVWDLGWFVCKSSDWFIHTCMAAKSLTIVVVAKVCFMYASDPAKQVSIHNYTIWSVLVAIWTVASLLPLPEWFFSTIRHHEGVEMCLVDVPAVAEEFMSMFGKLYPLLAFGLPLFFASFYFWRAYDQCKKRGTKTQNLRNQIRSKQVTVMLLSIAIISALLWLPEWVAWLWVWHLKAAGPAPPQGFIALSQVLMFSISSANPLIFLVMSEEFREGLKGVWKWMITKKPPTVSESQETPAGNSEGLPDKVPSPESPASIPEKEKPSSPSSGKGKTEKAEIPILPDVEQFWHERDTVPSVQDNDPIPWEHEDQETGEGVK
TEAD-YAP inh: TEAD-YAP interaction inhibition | AID 1259422 | inhibition, % at 9.12 µM | actives 1.4% (n = 640,000) | HEK-TIYL cells, TEAD-Gal4/YAP UAS-luciferase luminescence; in the data active means inhibition above about 32%;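 further: 0% = median of test compound wells and 100% = reference inhibitor wells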
MITF primary: blocks human microphthalmia-associated transcription factor | O75030 | AlphaScreen MITF homodimerization, bead proximity signal | inhibition, % at 2.6 µM | actives 0.91% (n = 650,000) | AID 1259374; in the data active means inhibition above about 50%;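 further: 0% = vehicle wells with protein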
The depositor's hits bear a star.

SMILES | FBW7 activator | GPR151 activ | TEAD-YAP inh | MITF primary
CCOc1ccccc1N1C(=O)C2C(c3ccc(C)cc3)OC3(C(=O)c4ccccc4C3=O)C2C1=O (stereo not drawn) | 0.0 | -0.2 | 18.0 | 10.9
CC1(C)C(=O)OC(C(=O)c2ccc(F)cc2)C(C)(C)C1=O (stereo not drawn) | 0.2 | -1.4 | 4.3 | -14.9
O=C(CN1C(=O)c2ccccc2C1=O)Nc1cccc(C(F)(F)F)c1 | 0.3 | -0.7 | 12.2 | 13.2
Cc1[nH]c(=O)cc2c1ccc1ccccc12 | 0.0 | -0.8 | 2.1 | 13.3
COC(=O)C1=CN(C2CC2)C=C(C(=O)OC)C1c1ccccc1F | 0.0 | 0.5 | 2.2 | -2.6
O=C(Cc1cccc2ccccc12)NCCCOc1cccc2cccnc12 | -0.2 | -0.2 | 10.4 | 7.9
N#Cc1c(NC(=O)CC(=O)c2ccccc2)sc2c1CCCC2 | 0.2 | 0.1 | -2.6 | 12.1
O=C(Cc1c(Cl)cccc1Cl)NC1=NCCS1 | -0.2 | 0.6 | -7.3 | 2.9
CCOC(=O)C1=C(C)N=c2s/c(=C\c3ccccc3OCc3cccc(Cl)c3)c(=O)n2C1c1ccc(F)cc1 (stereo not drawn) | 0.2 | 1.0 | -4.2 | 1.4
CC1CN(C)c2ccccc2NC1=S (stereo not drawn) | -0.2 | -0.8 | 2.2 | -7.8
CC1(C)Cc2cccc(OCCCS(=O)(=O)NCc3cccnc3)c2O1 | 0.0 | 1.4 | 4.0 | -3.3
CCOC(=O)c1ccc(NC(=O)C23CC4CC(C2)CC(n2nnc(C)n2)(C4)C3)cc1 | -0.2 | -0.1 | -15.1 | -6.9
CCCNC(=O)CCCn1nc(C)n2ccnc2c1=O | 0.0 | 1.8 | -8.4 | 9.5
CCOC(=O)c1sc(N2C(=O)C(=O)/C(=C(/O)c3ccc(F)cc3)C2c2cccc(Br)c2)nc1C (stereo not drawn) | -0.2 | -1.3 | -2.6 | -0.1
CCOC(=O)c1c(-c2ccc(-c3ccccc3)cc2)csc1NC(=O)C(OC(C)=O)C(OC(C)=O)C(COC(C)=O)OC(C)=O (stereo not drawn) | 0.2 | 1.0 | 11.3 | 5.5
CCN(CC)c1ccc2cc(-c3nc4ccccc4[nH]3)c(=O)oc2c1 | 0.4 | -1.8 | 6.9 | -0.4
O=c1[nH]c(O)c(C=NC(CO)(CO)CO)c(=O)[nH]1 | 0.4 | -0.9 | -10.7 | 7.7
CCOc1ccc(NC(=O)CN2C(=O)CSC2=O)cc1 | -0.1 | -0.9 | 6.3 | 7.9
CCSc1nnc2c(n1)OC(c1ccc(C(=O)O)cc1)Nc1ccc(Br)cc1-2 (stereo not drawn) | -0.1 | -0.3 | -1.0 | 1.6
CCCCCc1ccc(-c2ccc(C(C)=O)cc2)cc1 | 0.0 | 0.6 | -4.2 | -1.4

Results in FBW7 activator (6 entries from above):
| Structure | FBW7 activator |
| --- | --- |
| CCCNC(=O)CCCn1nc(C)n2ccnc2c1=O | 0.0 |
| CCOC(=O)c1sc(N2C(=O)C(=O)/C(=C(/O)c3ccc(F)cc3)C2c2cccc(Br)c2)nc1C (stereo not drawn) | -0.2 |
| CCOC(=O)c1c(-c2ccc(-c3ccccc3)cc2)csc1NC(=O)C(OC(C)=O)C(OC(C)=O)C(COC(C)=O)OC(C)=O (stereo not drawn) | 0.2 |
| CCN(CC)c1ccc2cc(-c3nc4ccccc4[nH]3)c(=O)oc2c1 | 0.4 |
| O=c1[nH]c(O)c(C=NC(CO)(CO)CO)c(=O)[nH]1 | 0.4 |
| CCOc1ccc(NC(=O)CN2C(=O)CSC2=O)cc1 | -0.1 |

Next section.
SMILES | FBW7 activator | GPR151 activ | TEAD-YAP inh | MITF primary
COC(=O)CNC(=O)c1cn(-c2cccc(C(F)(F)F)c2)c(=O)c2ccccc12 | -0.1 | 0.4 | 8.1 | -5.0
COc1cc2c(cc1OC)C1C(C(=O)N3CC(C)CC(C)C3)c3ccccc3C(=O)N1CC2 (stereo not drawn) | -0.1 | 0.1 | 1.4 | 3.8
COc1ccccc1N1CCN(Cc2cc([N+](=O)[O-])c(O)c3ncccc23)CC1 | -0.7 | -1.0 | 5.5 | 27.8
O=C(Nc1ccc2[nH]c(=O)[nH]c2c1)c1cc2ccccc2o1 | 0.0 | 1.0 | -11.9 | 12.3
CC12CC3(C)CC(C)(C1)CC(C(=O)NCc1cccnc1)(C2)C3 | 0.0 | 1.0 | 8.2 | -2.8
COCCN(CCOC)c1ncnc2sc3c(c12)CCC(C)C3 (stereo not drawn) | -0.2 | 0.7 | -13.2 | -3.4
Oc1ccc(Br)cc1CNCc1ccccc1 | 0.8 | -1.6 | -20.5 | 14.5
COc1ccc(CCN(C)C2CC(=O)N(c3ccccc3)C2=O)cc1OC (stereo not drawn) | 0.2 | -1.2 | 5.4 | 3.9
Nc1ncnc2nc(Sc3ccc([N+](=O)[O-])cc3[N+](=O)[O-])[nH]c12 | 0.0 | 0.4 | 5.1 | -12.6
CSCC(=O)NCC1Cc2c(F)ccc(-c3ccncc3)c2O1 (stereo not drawn) | -0.1 | -0.3 | 4.6 | 7.8
CC(=O)Nc1ccc(N2C(=O)C=CC2=O)cc1Cl | 0.1 | -0.4 | -8.5 | 0.9
Cc1ccc(S(=O)(=O)NCC2CC(=O)N(c3ccc(Cl)cc3)C2)cc1 (stereo not drawn) | 0.0 | 0.5 | -4.9 | 2.6
COc1ccc(NC(=S)N(Cc2ccccc2)Cc2cccnc2)cc1 | 0.0 | -1.2 | 5.4 | 5.8
CC(C)=CC(=O)Nc1nc(-c2ccccc2)c(C)s1 | -0.2 | 1.3 | -12.8 | 5.8
O=c1[nH]c2ccc(N=Cc3ccc(Br)c([N+](=O)[O-])c3)cc2o1 | -0.1 | 0.4 | -5.4 | -5.7
COc1ccc(OC)c(NC(=O)C(=O)N/N=C/c2ccc(F)cc2)c1 | -0.2 | 1.2 | 6.4 | -5.6
O=c1[nH]c(=O)c2c(-c3ccccc3)csc2[nH]1 | 0.3 | -2.1 | 0.3 | 6.0
CCC(C)NC1CCN(c2ccc(NC(=O)c3ccccc3F)cc2)CC1 (stereo not drawn) | 0.7 | -0.5 | -32.8 | 24.6
O=[N+]([O-])c1cccc2c(NS(=O)(=O)c3ccccc3)cccc12 | -0.2 | 0.3 | -13.8 | -5.7
Cc1ccc2c(c1)-c1c(cnn1CC(=O)NCCCN1CC(C)CC(C)C1)CO2 (stereo not drawn) | -0.2 | -2.2 | -9.0 | -5.8
CCOC(=O)C1=C(C)NC(=O)CC1c1ccccc1I (stereo not drawn) | -0.2 | 2.0 | -3.3 | 0.6
Cc1nn(CC(=O)c2ccc(Cl)s2)c(C)c1[N+](=O)[O-] | 0.2 | 1.2 | 1.0 | 12.6
COc1ccc(C(=O)Nc2ccccc2C(=O)NC(C(=O)NCc2ccccc2)C(C)C)cc1 (stereo not drawn) | 0.0 | 0.9 | -2.2 | 17.6
COc1ccc(NC(=O)c2ccc(C(=O)Nc3ccc(OC)cc3)nc2)cc1 | 0.0 | 1.5 | 5.3 | 3.3
Cc1cc(S(=O)(=O)n2cc(-c3cccc(F)c3)c(N)n2)ccc1F | -0.1 | 0.5 | 0.0 | -12.2
CCCCCC(=O)N1c2ccccc2NC2=C(C(=O)CC(c3ccco3)C2)C1c1ccc(C(=O)OC)cc1 (stereo not drawn) | 0.0 | 0.7 | -8.6 | -8.8
C=CCNC(=O)c1cc2cc(Br)cc(OC)c2oc1=O | -0.1 | -0.4 | 13.2 | -12.6
O=C(c1cccc(N2C(=O)C3C4C=CC(C4)C3C2=O)c1)N1CCC(Cc2ccccc2)CC1 (stereo not drawn) | -0.1 | -0.4 | -7.2 | -6.4
Cc1ccc(-c2ccc(S(=O)(=O)N3CCCCC3)cc2)cc1 | 0.2 | 0.2 | 10.4 | 4.4
O=[N+]([O-])c1ccc(-c2cn3c4c(sc3n2)CCCC4)cc1 | -0.1 | 0.9 | -61.3 | -9.1
Cc1ccc(Oc2ccc(S(=O)(=O)N3CCOCC3)cc2C(N)=O)c(-n2nc3ccccc3n2)c1 | 0.1 | -0.1 | 40.5* | 0.3
c1ccc(-n2cnc3c(NCc4nc5ccccc5[nH]4)nc(Nc4ccc(-n5ccnc5)cc4)nc32)cc1 | 0.2 | -1.5 | 56.9* | 1.5
Cc1cc(=S)c2n(Cc3ccccc3)nc[n+]2[nH]1 | -0.1 | 0.6 | -1.5 | 4.1
COC(=O)Nc1ccc(S(=O)(=O)N(C)C)cc1 | 0.1 | 0.2 | 7.8 | 11.9
COc1ccc(C(=O)NCC2COc3ccccc3O2)cc1OC (stereo not drawn) | 0.1 | -1.8 | -20.8 | -10.5
COc1cc(C(=O)N2CCN(C)CC2)cc(OC)c1OC | 0.0 | -0.3 | 0.2 | 1.1
CC(=O)N1CCC(NCCc2ccc(F)cc2)CC1 | 0.3 | 0.4 | -5.1 | 13.7
COC(CN(C)C(=O)C1CCC(CNS(=O)(=O)c2ccc(Cl)cc2)CC1)OC (stereo not drawn) | -0.1 | 0.0 | -6.3 | 3.9
CCOC(=O)COc1ccc(S(=O)(=O)N2CCN(c3ccc(OC)cc3)CC2)cc1 | 0.5 | -1.2 | 6.0 | 5.2
CCCCCNC(CC(=O)Nc1ccccc1Cl)C(=O)O (stereo not drawn) | 0.0 | -1.0 | -4.2 | -9.8
CCCCOC(=O)CSC1=C(C#N)C(c2cccc([N+](=O)[O-])c2)CC(=O)N1 (stereo not drawn) | -0.2 | 0.4 | -9.3 | 1.4
CC(=O)c1ccc(OCc2cc(C(=O)N(C)Cc3cc(C)no3)no2)cc1 | 0.1 | -1.9 | -28.7 | -7.0
COc1ccc(OCc2cc(C(=O)N3CCCCCC3)no2)c(Cl)c1 | 0.0 | 0.3 | -27.0 | 12.2
O=C(CCCCCn1nnc2ccccc2c1=O)N1CCN(c2ccc(F)cc2)CC1 | -0.1 | 2.5 | 8.1 | 7.2
O=C(C1CC12CCN(Cc1ccc3c(c1)OCO3)CC2)N1CCN(Cc2ccccn2)CC1 (stereo not drawn) | 0.0 | 0.8 | 5.5 | 10.2
COC(=O)c1cc(NS(=O)(=O)c2ccccc2[N+](=O)[O-])cc(C(=O)OC)c1 | 0.1 | 1.0 | 6.7 | -8.4
COc1ccccc1NC(=O)CN1CCC(O)(c2nccn2C)CC1 | 0.9 | -2.4 | 5.0 | 10.2
CC(=O)c1ccc(NC(=O)NNC(=O)c2ccccn2)cc1 | -0.8 | 0.3 | -44.2 | 23.3
COc1ccc(-c2nn(-c3ccccc3)cc2C(=O)O)cc1OC | -0.1 | 0.2 | 3.4 | 8.1
COc1cc(OC)cc(C(=O)NC(C(=O)O)C23CC4CC(CC(C4)C2)C3)c1 (stereo not drawn) | 0.5 | 1.8 | -8.5 | 12.4
Additional records follow:
SMILES | FBW7 activator | GPR151 activ | TEAD-YAP inh | MITF primary
O=C(c1ccc(F)cc1)N1CCN(c2ccc(C(F)(F)F)cc2[N+](=O)[O-])CC1 | 0.0 | -0.2 | 3.5 | 7.7
O=C(CSc1nc2ccsc2c(=O)n1Cc1ccccc1Cl)NC1CCCC1 | -0.1 | -1.0 | -10.3 | 1.6
CC(=O)OCc1ccc([N+](=O)[O-])cc1OC(C)=O | 0.0 | 0.0 | 3.0 | -5.6
NC(=O)c1ccc(NC(=O)c2ccc3ccccc3c2)cc1 | 0.6 | 1.1 | -77.0 | 23.3
O=c1[nH]c(=O)n(-c2cccc(Cl)c2)c(O)c1C=Nc1ccc(F)cc1 | 0.0 | 0.5 | 5.9 | 1.1
CC1(C)CC(=O)C/C(=N/Nc2nc3ccccc3s2)C1 | 0.0 | -0.9 | -18.8 | -4.6
COc1cccc(-c2cnc(Nc3ccc(N4CCOCC4)cc3)c3nccn23)c1 | 0.9 | 0.0 | 1.2 | 8.8
COc1cccc(-n2nc(C(=O)N3CCCc4ccccc43)c3ccccc3c2=O)c1 | -0.1 | 0.6 | -1.3 | 9.7
CC(C)N(C(=O)CSc1ccccc1C(=O)O)c1ccccc1 | -0.1 | 0.6 | 18.1 | -3.0
CS(=O)(=O)N(CC(=O)NC1CCCC1)c1ccc(Cl)c(Cl)c1 | 0.0 | -0.4 | -4.1 | 7.7

Among those listed so far, these have a furan ring, fused or not:
SMILES | FBW7 activator | GPR151 activ | TEAD-YAP inh | MITF primary
O=C(Nc1ccc2[nH]c(=O)[nH]c2c1)c1cc2ccccc2o1 | 0.0 | 1.0 | -11.9 | 12.3
CCCCCC(=O)N1c2ccccc2NC2=C(C(=O)CC(c3ccco3)C2)C1c1ccc(C(=O)OC)cc1 (stereo not drawn) | 0.0 | 0.7 | -8.6 | -8.8

Other structures.
SMILES | FBW7 activator | GPR151 activ | TEAD-YAP inh | MITF primary
O=C(c1ccc(-n2c(=S)[nH]c3ccccc3c2=O)cc1)N1CCN(C2CCCCC2)CC1 | -0.1 | 0.0 | 1.3 | 6.9
COC(=O)Cn1c2ccccc2c2nc3ccccc3nc21 | 0.0 | 2.7 | -1.2 | 2.5
NC(C(=O)N1CCC(Nc2ccc3cnccc3c2)CC1)c1cccc(Br)c1 (stereo not drawn) | -0.2 | 0.4 | -10.1 | 11.5
Cc1cc(Br)c2c(c1)C(O)(CC(=O)c1cccs1)C(=O)N2 (stereo not drawn) | -0.2 | 1.1 | 16.9 | -10.8
Cc1cc(C)n2c(Br)c(CSc3ccc(Cl)cc3)nc2n1 | 0.1 | -0.4 | 2.6 | -9.0

Three records drawn at random from the list so far, as already listed:
SMILES | FBW7 activator | GPR151 activ | TEAD-YAP inh | MITF primary
O=C(c1ccc(-n2c(=S)[nH]c3ccccc3c2=O)cc1)N1CCN(C2CCCCC2)CC1 | -0.1 | 0.0 | 1.3 | 6.9
Cc1cc(Br)c2c(c1)C(O)(CC(=O)c1cccs1)C(=O)N2 (stereo not drawn) | -0.2 | 1.1 | 16.9 | -10.8
Cc1cc(C)n2c(Br)c(CSc3ccc(Cl)cc3)nc2n1 | 0.1 | -0.4 | 2.6 | -9.0
